phage Ecoli inh = E. coli growth loss with phage present; growth absorbance; inhibition, % at 11.9 µM; 0.26% of 360,000 active; AID 651602; in the data active = inhibition above about 11%
HTR5A inv ag = inverse agonist of human HTR5A in OPRM1-OPRD1 counter-screen; AID 504634; HTR5A cell line, luminescence, inverse agonism; inhibition, % at 9.3 µM; 0.083% of 340,000 active; P47898; in the data active = inhibition mostly above about 23%, no sharp cut-off; inactive = mostly below about 18%;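 also: 0% = cells with DMSO and 100% = no-cell wells with DMSO; some compounds called inactive have numbers as strong as hits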
Target sequence (P47898 whole entry, looked up): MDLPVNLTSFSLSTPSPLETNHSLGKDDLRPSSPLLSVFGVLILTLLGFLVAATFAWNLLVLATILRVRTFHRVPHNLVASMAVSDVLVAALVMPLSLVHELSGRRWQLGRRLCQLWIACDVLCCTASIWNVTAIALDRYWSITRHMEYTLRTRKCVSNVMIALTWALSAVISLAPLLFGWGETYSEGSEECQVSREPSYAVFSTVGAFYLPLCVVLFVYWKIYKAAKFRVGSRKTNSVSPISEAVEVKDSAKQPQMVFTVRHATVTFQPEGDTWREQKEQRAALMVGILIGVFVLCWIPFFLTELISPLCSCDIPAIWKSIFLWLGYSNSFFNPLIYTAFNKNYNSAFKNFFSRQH
OPRM1-OPRD1 ag = OPRM1-OPRD1 heterodimerization agonism. activation, % at 9.3 µM. cells, luminescence. 0.3% of 340,000 active. AID 504326; in the data active = activation above about 18%;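 also: 0% = vehicle-treated cells and 100% = reference agonist; values of inactives mirror those of a sister screen read the other way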
OPRM1-OPRD1 inv = mu-delta opioid heterodimer inverse agonism. P35372+P41143. cell-based MOR-DOR heterodimer luminescence. inhibition, % at 9.3 µM. 0.21% of 340,000 active; in the data active = inhibition above about 22%, passing the limit was not always enough;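 also: 0% = cells with DMSO and 100% = wells without cells with DMSO; values of inactives mirror those of a sister screen read the other way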
PfHsp90 set2 = growth inhibition of yeast expressing Plasmodium Hsp90; inhibition, % at 9.4 µM; AID 504621; 0.32% of 310,000 active; S. cerevisiae expressing PfHsp90, BacTiter-Glo ATP, 48 h; yeast lacking PDR1 and PDR3 efflux regulators;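 active = every replicate shows inhibition above about 80%, whatever the replicate mean, limit read from the data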;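 also: 0% = DMSO neutral controls and 100% = 20 µM radicicol positive controls; yeast relying on Plasmodium falciparum Hsp90 in place of its own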
Mot1-301 SUMO = inhibitors of SUMOylation pathway: yeast Mot1-301 growth rescue | 1% of 320,000 active | S. cerevisiae Mot1-301 growth rescue, ATP luminescence, 38.5C; percent above DMSO median, 100 means doubled | growth rescue, % at 18.8 µM;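 active = every valid replicate shows activation above 250% relative to neutral control wells; inactive = the rest, any valid replicate at or below 250%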;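 also: OY570 slx delta 5 strain wells were the positive control but not used for scaling; some compounds called inactive have numbers as strong as hits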
Tat transport = E. coli Tat transport inhibition; E. coli MC4100 TorA-mCherry Tat export, fluorescence; inhibition, % at 10 µM; 0.036% of 340,000 active; AID 488895;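 active = mean replicate inhibition at least 50% and at least half of replicates individually reaching 50%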;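 also: exported cargo escapes ClpAP degradation while cytoplasmic cargo is degraded and loses fluorescence; 0% = median of neutral control wells and 100% = median of NaSCN control wells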
AddAB inh = less growth of phage-infected E. coli with AddAB; E. coli expressing H. pylori AddAB, absorbance growth; inhibition, % at 11.9 µM; 0.29% of 330,000 active; AID 435030; in the data active = inhibition above about 12%;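 also: 0% = vehicle wells of infected cells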
E coli growth = bacterial growth inhibition, counter-screen for AddAB inhibitors; E. coli V3065 growth, OD600 absorbance, 18 h; inhibition, % at 11.9 µM; 0.27% of 330,000 active;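 active = inhibition above the campaign's mean inhibition across all tested compounds plus 3 SD, cut at about 9.9% in these data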;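 also: uninfected addAB+ strain grown without phage in ampicillin broth; 0% = DMSO wells and 100% = ciprofloxacin 0.95 µg/ml wells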
PKA-R2B activ = activates the human PKA-R2B holoenzyme complex; PKA-R2B holoenzyme dissociation, Cy5-IP20 fluorescence polarization; R2B truncated from residue 108, S112A mutant; 0% DMSO only, 100% 113 µM cGMP; activation, % at 11.4 µM; 0.079% of 340,000 active;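 active = activation above a cutoff set at the mean over all compounds plus 3 SD, cut at about 18% in these data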;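 also: higher means more holoenzyme dissociation and a rise in polarization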
Target sequence (P31323 whole entry, looked up, other chains not shown, the tested form may be a part): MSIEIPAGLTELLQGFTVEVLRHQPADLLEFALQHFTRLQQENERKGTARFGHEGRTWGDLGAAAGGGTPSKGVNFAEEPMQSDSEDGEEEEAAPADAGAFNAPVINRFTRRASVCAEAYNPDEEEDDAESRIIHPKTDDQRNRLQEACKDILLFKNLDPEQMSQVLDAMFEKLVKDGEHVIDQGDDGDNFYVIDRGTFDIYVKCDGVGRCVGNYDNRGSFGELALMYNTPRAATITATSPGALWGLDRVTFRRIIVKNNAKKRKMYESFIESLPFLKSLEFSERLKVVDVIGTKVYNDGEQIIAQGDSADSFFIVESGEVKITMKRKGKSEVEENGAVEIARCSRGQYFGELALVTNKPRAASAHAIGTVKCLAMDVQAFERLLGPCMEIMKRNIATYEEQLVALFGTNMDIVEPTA
PKA-R1A activ = activates the PKA-R1A holoenzyme complex; PKA-R1A dissociation, Cy5-IP20 fluorescence polarization; scaled: DMSO 0%, 113 µM cGMP 100%; activation, % at 11.4 µM; P00514+P68181; 0.083% of 340,000 active;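 active = percent activation above the mean of all tested compounds plus 3 SD, cut at about 19% in these data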;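 also: higher means more PKAc released from R1A so a rise in polarization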
Numbers without * were called inactive; / = not tested or not shown.

1. COc1ccc(OC)c(-n2c(=O)c3ccccc3c3ccccc3c2=O)c1
2. CCOC(=O)c1c(C)[nH]c(C(C)=NNC(=O)Cn2nc(C)cc2C)c1C
3. CC(C)C1C(c2ccccc2)NC(c2ccccc2)CC1(O)c1ccc(F)cc1 (stereo unspecified)
4. COc1cc(/C=N/N2CCOCC2)ccc1OC(=O)c1ccco1
5. C[C@H](CO)N1C[C@H](C)[C@@H](CN(C)C(=O)Nc2ccccc2)Oc2c(NS(=O)(=O)c3cccs3)cccc2C1=O
6. O=C(Nc1ccccn1)c1ccc([N+](=O)[O-])o1
assay / compound	1	2	3	4	5	6
phage Ecoli inh	2.7	1.0	6.2	3.2	3.0	/
HTR5A inv ag	-5	17	-21	-4	4	6
OPRM1-OPRD1 ag	-0.7	-2.8	9.6	0.4	-0.4	5.7
OPRM1-OPRD1 inv	4	11	-48	-2	2	-39
PfHsp90 set2	-7	/	-8	27	14	0
Mot1-301 SUMO	118	-1	29	5	11	-51
Tat transport	2	3	-14	-6	-6	-11
AddAB inh	3.8	1.5	3.6	5.4	-0.6	98*
E coli growth	2.2	0.3	2.6	2.1	-0.6	72*
PKA-R2B activ	-5	-4	-7	-4	-3	-7
PKA-R1A activ	-7	-4	5	5	9	-2

7. CC(=O)NC(CCCNC(=S)NC1CCCCC1)C(=O)O (stereo unspecified)
8. Cc1ccc(S(=O)(=O)N2CCCCC2)cc1NC(=O)c1nn(C)c(=O)c2ccccc12
9. COc1ccc(CCNC(=O)C2CCCN(S(=O)(=O)c3cc(C)ccc3OC)C2)cc1OC (stereo unspecified)
10. COc1ccccc1NS(=O)(=O)c1cccc(NC(=O)C(C)NC(=O)c2ccco2)c1 (stereo unspecified)
11. O=C(O)c1ccc(/C=C2\CCCc3c2nc2ccccc2c3C(=O)O)cc1
12. COc1ccc2ccccc2c1-c1csc(N)n1
assay / compound	7	8	9	10	11	12
phage Ecoli inh	3.4	2.1	0.9	-0.1	0.6	1.2
HTR5A inv ag	-14	-8	5	-1	7	0
OPRM1-OPRD1 ag	-2.9	-1.3	-3.3	-2.3	-1.8	-0.9
OPRM1-OPRD1 inv	15	8	17	12	12	4
PfHsp90 set2	-14	/	1	/	-3	29
Mot1-301 SUMO	8	/	70	/	3	307
Tat transport	-8	1	-8	-4	-5	2
AddAB inh	1.7	/	4.2	/	-0.2	1.2
E coli growth	0.4	/	0.0	/	0.8	-2.6
PKA-R2B activ	2	-13	-11	-3	-1	-2
PKA-R1A activ	-10	-3	-11	-1	-7	-2

Some of the entries so far, as tab-separated lines.
no.	compound	phage Ecoli inh	HTR5A inv ag	OPRM1-OPRD1 ag	OPRM1-OPRD1 inv	PfHsp90 set2	Mot1-301 SUMO	Tat transport	AddAB inh	E coli growth	PKA-R2B activ	PKA-R1A activ
7	CC(=O)NC(CCCNC(=S)NC1CCCCC1)C(=O)O (stereo unspecified)	3.4	-14	-2.9	15	-14	8	-8	1.7	0.4	2	-10
8	Cc1ccc(S(=O)(=O)N2CCCCC2)cc1NC(=O)c1nn(C)c(=O)c2ccccc12	2.1	-8	-1.3	8	/	/	1	/	/	-13	-3

(cont.)
13. O=C(Cc1sc(-c2ccccc2Cl)nc1-c1ccccc1)Nc1ccc(F)cc1
14. O=C(NNc1cccc(Cl)n1)c1c(Cl)cccc1Cl
15. COc1cccc(OCc2cc(C(=O)N(Cc3nccn3C)C(C)C)no2)c1
16. COc1ccc(Cn2nnnc2CN(Cc2cc3cc(C)ccc3[nH]c2=O)C2CCCC2)cc1
17. O=C(CCC(=O)OCc1ccc(C(=O)Oc2ccc(Cl)cc2)cc1)Nc1ccccc1
18. Cc1cccc(C(=O)Nc2ccc(C(=O)N/N=C/c3cccc(C)n3)cc2)c1
assay / compound	13	14	15	16	17	18
phage Ecoli inh	2.7	3.5	-1.0	2.6	3.7	1.5
HTR5A inv ag	2	-21	-3	-6	-1	15
OPRM1-OPRD1 ag	-3.8	-4.4	-2.5	-2.5	1.5	-0.1
OPRM1-OPRD1 inv	22	19	13	12	-8	1
PfHsp90 set2	-3	1	-7	-9	15	14
Mot1-301 SUMO	-5	200	54	9	-30	-5
Tat transport	5	3	-6	4	3	6
AddAB inh	2.1	0.7	3.5	1.9	2.1	1.7
E coli growth	3.0	-1.1	1.9	-0.7	0.6	-0.9
PKA-R2B activ	-10	-5	10	-4	0	-4
PKA-R1A activ	-7	-16	-6	-4	-12	-9

19. Cc1cc(NC(=O)C2CCCCC2C(=O)O)ccc1NC(=O)c1ccccc1 (stereo unspecified)
20. N#CCC(=O)Nc1ccc(C(=O)OCC(=O)NC(=O)Nc2ccc3c(c2)OCCO3)cc1
21. Cc1c(C#N)c(N=CN(C)C)c(C(=O)c2ccccc2)n1-c1ccccc1
22. CCOC(=O)N1CCC(Nc2c(NCCCOC)c(=O)c2=O)CC1
23. S=C(NCCc1ccccc1)N1CCN(C(c2ccccc2)c2ccccc2)CC1
24. Nc1c(-c2ccccc2)c(CSc2nc3ccccc3[nH]2)nn1-c1cccc(Cl)c1
assay / compound	19	20	21	22	23	24
phage Ecoli inh	-0.9	-0.5	-0.2	0.6	-0.2	0.3
HTR5A inv ag	-6	-16	-11	-28	-1	24
OPRM1-OPRD1 ag	-1.2	-0.3	-2.5	-2.4	1.3	-1.2
OPRM1-OPRD1 inv	5	1	15	13	-7	6
PfHsp90 set2	-17	12	24	2	-26	-30
Mot1-301 SUMO	4	4	4	-12	8	-7
Tat transport	-16	0	1	-9	8	-7
AddAB inh	0.7	1.7	2.2	2.1	-1.3	2.1
E coli growth	4.4	1.1	0.7	2.0	-2.3	-1.0
PKA-R2B activ	-1	-8	3	3	-16	-5
PKA-R1A activ	5	-4	7	-9	-2	5

25. O=C(NCc1ccc(N2CCCC2=O)cc1)NC1CCCCC1
26. Cc1nnc(NC(=O)Cn2cnc3c2c(=O)n(C)c(=O)n3C)s1
27. CCc1ccc(NC(=O)C(=O)NNC(=O)c2ccc(OC)cc2)cc1
28. CCCc1cc2c(cc1NC(=O)c1ccc(C)cc1)OCO2
29. Cc1ccc(OCC(=O)N2C(C)CCCC2C)c([N+](=O)[O-])n1 (stereo unspecified)
30. O=C(COc1ccc2ccccc2c1)N1CCNCC1
assay / compound	25	26	27	28	29	30
phage Ecoli inh	0.6	0.0	-0.6	3.5	2.8	-1.8
HTR5A inv ag	5	/	6	-1	-4	-1
OPRM1-OPRD1 ag	0.4	/	-0.1	-2.8	-0.7	0.6
OPRM1-OPRD1 inv	-2	/	1	13	3	-3
PfHsp90 set2	3	-1	-26	19	23	-17
Mot1-301 SUMO	-6	11	13	947	-5	216
Tat transport	0	-17	-1	-4	-1	-1
AddAB inh	0.6	1.1	1.3	-2.7	-0.5	3.4
E coli growth	-3.1	2.6	-5.5	0.0	0.3	-3.1
PKA-R2B activ	1	-7	0	-2	0	4
PKA-R1A activ	1	-1	-8	-5	-6	5

31. CCOC(=O)c1sc(SC)c2c1CCC/C2=N/OC
32. COc1ccc(S(=O)(=O)NCCc2ccccc2)cc1OC
33. Cc1ccc(-c2nnc(SCC(=O)NC3CCS(=O)(=O)C3)nc2-c2ccc(C)cc2)cc1 (stereo unspecified)
34. O=C(NC(=S)NCC1CCCO1)C(c1ccccc1)c1ccccc1 (stereo unspecified)
35. CCOC(=O)c1sc(N2C(=O)C(O)=C(C(=O)c3ccco3)C2c2ccc([N+](=O)[O-])cc2)nc1C (stereo unspecified)
36. CCOc1ccc(-c2nnc(-c3cccs3)o2)cc1
assay / compound	31	32	33	34	35	36
phage Ecoli inh	0.2	0.2	2.9	1.7	2.3	4.3
HTR5A inv ag	5	7	5	8	-3	-5
OPRM1-OPRD1 ag	5.2	-3.8	1.3	2.0	-2.9	-0.4
OPRM1-OPRD1 inv	-27	18	-9	-10	16	2
PfHsp90 set2	2	-13	-2	-25	-8	3
Mot1-301 SUMO	2	96	-18	50	2	-1
Tat transport	-5	1	-1	5	-1	-4
AddAB inh	-0.9	4.3	0.7	-2.2	1.0	3.6
E coli growth	-0.8	-0.2	-1.1	-2.9	-0.2	-0.6
PKA-R2B activ	8	-8	-6	-17	5	2
PKA-R1A activ	-2	-11	-1	-14	9	-7

37. CCOc1ccc(-c2nc(N)ncc2-c2ccc(Cl)cc2)c(O)c1
38. COc1cc(C)ccc1OCCOCCOc1ccc([N+](=O)[O-])cc1
39. CC1CCN(C2(O)C(=O)Nc3ccc(Cl)cc32)CC1 (stereo unspecified)
40. O=C(c1cccnc1)N(Cc1ccccc1)C(=O)c1cccnc1
41. O=C(CN1CCN(C(=O)CCC(=O)N2CCC(c3ccccc3)=N2)CC1)Nc1ccc(F)cc1
42. CCOC(=O)c1ccc(N=Cc2c(O)c3ccccc3oc2=O)cc1
assay / compound	37	38	39	40	41	42
phage Ecoli inh	0.6	1.1	2.3	2.6	3.7	-0.3
HTR5A inv ag	-2	-7	-10	-21	7	0
OPRM1-OPRD1 ag	-1.1	-0.8	-3.3	-3.1	-2.1	-3.0
OPRM1-OPRD1 inv	5	4	15	16	10	15
PfHsp90 set2	3	-12	23	/	12	52
Mot1-301 SUMO	-7	2	-13	/	/	122
Tat transport	2	4	-6	2	-4	-9
AddAB inh	0.7	1.9	-0.4	/	/	0.8
E coli growth	1.5	-1.6	-0.1	/	/	-0.6
PKA-R2B activ	-9	1	8	-6	-3	6
PKA-R1A activ	-7	-11	-4	17	-6	-16

43. Nc1n[nH]c(=S)n1-c1ccc(Cl)cc1
44. COc1ccc(C(=O)Nc2nc3ccc(S(C)(=O)=O)cc3s2)cc1
45. Cc1ccc(-c2cc(C)nc3nc(N)nn23)cc1
46. O=C(NCC(c1ccco1)N1CCc2ccccc2C1)C(=O)Nc1cc(F)ccc1F (stereo unspecified)
47. O=C(Cc1cccc2ccccc12)Nc1ccc(-c2cc3ccccc3oc2=O)cc1
48. Cc1nc2ccccc2cc1OCc1ccc(F)cc1
49. COc1ccc(SN=C2C(C)=CC(=O)C=C2C)cc1
assay / compound	43	44	45	46	47	48	49
phage Ecoli inh	0.2	0.9	3.0	-0.5	2.2	3.0	7.3
HTR5A inv ag	0	-28	-2	15	3	-15	-19
OPRM1-OPRD1 ag	-2.4	-1.0	-1.8	1.0	0.6	6.0	6.6
OPRM1-OPRD1 inv	13	6	10	-6	-3	-30	-32
PfHsp90 set2	8	-20	-2	/	-43	17	91*
Mot1-301 SUMO	56	17	-8	4	5	35	9
Tat transport	-7	-13	-9	-2	-3	-10	19
AddAB inh	0.5	1.0	1.6	0.7	3.2	3.7	3.9
E coli growth	-2.6	-3.8	-1.2	2.9	1.0	3.1	-0.7
PKA-R2B activ	-4	3	-3	-1	3	2	-7
PKA-R1A activ	-3	-3	3	-5	-5	-6	5

Five entries from above, sorted by their value in AddAB inh, rising.
# | Structure | AddAB inh
31 | CCOC(=O)c1sc(SC)c2c1CCC/C2=N/OC | -0.9
43 | Nc1n[nH]c(=S)n1-c1ccc(Cl)cc1 | 0.5
37 | CCOc1ccc(-c2nc(N)ncc2-c2ccc(Cl)cc2)c(O)c1 | 0.7
7 | CC(=O)NC(CCCNC(=S)NC1CCCCC1)C(=O)O (stereo unspecified) | 1.7
24 | Nc1c(-c2ccccc2)c(CSc2nc3ccccc3[nH]2)nn1-c1cccc(Cl)c1 | 2.1

Assay outcomes deposited in PubChem by several laboratories.
